Screening data (PubChem BioAssay)
USP30 inh: blocks human USP30 ubiquitin-rhodamine cleavage; 47,000 tested, 5.3% active; inhibition, % at 25 µM; Q70CQ3; purified USP30, Ub-rhodamine cleavage fluorescence
OTUD3 inh: blocks human OTUD3 ubiquitin-rhodamine cleavage; Q5T2D3; purified OTUD3, Ub-rhodamine fluorescence, 2 h; inhibition, % at 25 µM; 47,000 tested, 0.7% active
USP7 block: blocks human USP7 ubiquitin-rhodamine cleavage | purified USP7, Ub-rhodamine cleavage fluorescence | Q93009 | 47,000 tested, 0.3% active | inhibition, % at 20 µM
UCHL1 inh: human UCHL1 deubiquitinase inhibition; purified UCHL1, Ub-rhodamine cleavage fluorescence; inhibition, % at 20 µM; 47,000 tested, 0.2% active; AID 1645859
USP28 block: blocks human USP28 ubiquitin-rhodamine cleavage; Q96RU2; purified USP28, Ub-rhodamine cleavage fluorescence, 30 min; inhibition, % at 25 µM; 47,000 tested, 3% active; AID 1645857
USP10 inh: blocks human USP10 ubiquitin-rhodamine cleavage; inhibition, % at 20 µM; 47,000 tested, 1.1% active; purified USP10, Ub-rhodamine fluorescence, 60 min
Target sequence (Q14694 whole entry, looked up): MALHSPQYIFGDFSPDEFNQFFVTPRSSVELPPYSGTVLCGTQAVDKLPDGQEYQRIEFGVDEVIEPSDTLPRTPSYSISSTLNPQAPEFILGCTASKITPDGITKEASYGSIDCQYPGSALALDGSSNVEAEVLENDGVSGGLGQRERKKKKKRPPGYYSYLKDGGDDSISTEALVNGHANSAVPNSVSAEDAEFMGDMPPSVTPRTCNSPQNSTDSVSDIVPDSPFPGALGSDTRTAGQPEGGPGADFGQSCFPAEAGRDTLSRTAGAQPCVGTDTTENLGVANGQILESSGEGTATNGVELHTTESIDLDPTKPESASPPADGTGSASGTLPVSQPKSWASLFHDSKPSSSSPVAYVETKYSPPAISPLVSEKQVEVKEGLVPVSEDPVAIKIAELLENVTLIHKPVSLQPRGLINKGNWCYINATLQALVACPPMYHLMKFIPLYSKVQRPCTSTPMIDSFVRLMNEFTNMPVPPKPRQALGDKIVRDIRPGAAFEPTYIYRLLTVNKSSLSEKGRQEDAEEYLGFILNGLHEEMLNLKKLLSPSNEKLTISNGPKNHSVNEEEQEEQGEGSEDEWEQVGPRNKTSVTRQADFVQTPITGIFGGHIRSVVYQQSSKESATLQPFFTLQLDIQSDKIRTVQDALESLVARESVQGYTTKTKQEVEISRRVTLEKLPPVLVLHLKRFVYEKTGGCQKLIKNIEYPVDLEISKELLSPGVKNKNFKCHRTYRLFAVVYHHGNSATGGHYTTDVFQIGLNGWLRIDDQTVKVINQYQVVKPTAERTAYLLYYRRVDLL
USP8 block: inhibitors of human USP8 deubiquitinase; P40818; purified USP8, Ub-rhodamine cleavage fluorescence, 30 min; inhibition, % at 20 µM; 47,000 tested, 4.2% active; AID 1645853
USP17 block: blocks human USP17 ubiquitin-rhodamine cleavage; AID 1645855; A8MUK1; purified USP17, Ub-rhodamine cleavage fluorescence, 3 h; inhibition, % at 50 µM; 47,000 tested, 6.5% active
* hit, by the source's call; i = inactive. Rule as the data show it: active = inhibition above about 30%; inactive = the rest. Compounds were not picked by outcome, and some 14% of all compounds hit somewhere here.

SMILES	USP30 inh	OTUD3 inh	USP7 block	UCHL1 inh	USP28 block	USP10 inh	USP8 block	USP17 block
O=C(O)c1cc(NC(=O)C(Sc2cccc(NC(=O)c3ccccc3F)c2)c2ccccc2)ccc1O (stereo not drawn)	-166.7	-50.5	-18.1	-24.3	-36.7	-16.9	-48.0	-15.7
Cc1ccc(NC(=O)Cn2cc(S(=O)(=O)N3CCCCCC3)ccc2=O)cc1	-1.9	-4.7	4.9	0.8	0.2	10.6	7.8	17.8
Cc1ccc(C(=O)N2CC(C(=O)NC3CCCCC3)C3(CCOCC3)C2)cc1 (stereo not drawn)	23.8	0.7	0.2	-0.8	4.3	-1.2	9.6	1.7
CN1CC[C@@]2(C(=O)Nc3ccccc3)CCN(S(=O)(=O)c3ccccc3)CC[C@@H]12	-2.2	-2.6	-5.1	-0.1	0.4	-2.1	-9.1	-24.3
CCCCCC(=O)N1CC(=O)N(CCCc2ccccc2)CC(O)C1 (stereo not drawn)	16.8	4.0	-7.2	0.1	-15.5	-2.1	11.4	1.0
CCc1ccc(S(=O)(=O)Oc2ccc(OCc3ccccc3)cc2)cc1	18.2	18.1	11.4	5.6	12.1	11.7	27.9	19.2
O=C(Cn1c(=O)n(CCC(=O)NC2CCCC2)c(=O)c2ccccc21)Nc1ccccc1F	19.1	10.3	6.4	2.8	3.0	1.6	14.7	14.0
O=C(Nc1ccc2c(N3CCOCC3)ncnc2c1)c1cc(F)ccc1F	10.4	4.3	1.7	2.3	7.3	1.9	7.6	3.1
COc1cccc(CNC(=O)CCc2nnc3c(=O)n(-c4cccc(F)c4)ccn23)c1	4.6	-0.4	-2.1	-3.4	-1.8	-2.1	-18.9	9.2
COc1cc2c(cc1OC)-c1cc(N3CCN(Cc4ccccc4)CC3)nc(=O)n1CC2	0.1	-5.6	2.4	0.0	-3.6	-0.1	-5.5	-7.4
Cn1c(=O)c(Cl)nc2c(OCc3ccccc3)nc(N)nc21	13.6	14.0	3.9	5.1	12.2	0.1	-1.2	6.5
CC(C)c1cc(Nc2cccc(F)c2)n2nc(-c3cccnc3)nc2n1	53.1*	12.3	0.4	-1.7	6.1	-0.1	15.5	34.3*
Cc1cc2nc(NCc3cccnc3)c3ccccc3n2n1	-1.1	-5.2	-0.1	0.6	-4.3	2.1	-20.2	-0.9
CC(=O)N1CCC(c2cc(-c3ccc(C(=O)O)cc3)nc(C)n2)C1 (stereo not drawn)	18.8	11.1	3.5	0.4	10.7	0.7	25.3	6.5
O=C(Cn1cccc1-c1nnc(-c2ccccc2)o1)N1CCC2(CC1)OCCO2	0.0	7.5	-1.7	1.0	7.3	0.0	16.3	3.1
O=C(Nc1ccc(S(=O)(=O)N2CCOCC2)cc1)c1ccc(COc2ccc(Cl)cc2)cc1	-25.0	-4.5	1.2	-0.9	-4.3	-0.1	0.0	14.9
O=C(NC1(c2nc(-c3cnccn3)no2)CCCCC1)c1cnccn1	1.3	2.2	-3.5	-0.2	-3.7	0.3	13.1	6.0
COc1ccccc1N1CCN(C(=O)CCn2c(=O)[nH]c3ccccc3c2=O)CC1	-11.4	-2.0	-3.5	-3.3	-5.6	0.8	0.0	-3.4
COc1ccc2c(C)c(CCC(=O)N3CCN(c4ccccc4OC)CC3)c(=O)oc2c1	-19.6	-5.1	-5.2	0.3	4.5	-1.0	-1.1	-3.5
Cc1ccc(C)c(NC2c3ncccc3C(=O)N2Cc2ccco2)c1 (stereo not drawn)	5.2	9.1	-0.8	1.4	3.4	0.0	11.3	22.2
O=C(NCc1ccco1)c1ccc2c(c1)N(Cc1cccc(F)c1)C(=O)c1ccccc1S2	-39.7	12.0	-28.5	-2.0	6.0	-4.8	26.4	58.3*
Cc1cccc(NS(=O)(=O)c2c[nH]c3ncccc23)c1	-17.1	-0.1	0.0	0.5	-1.6	-0.3	0.0	-4.2
O=C(C1CCCN1S(=O)(=O)c1ccc(Cl)c(Cl)c1)N1CCCCC1 (stereo not drawn)	-12.4	-5.7	-24.2	-3.1	-2.1	0.0	-8.6	-8.8
CCOc1ccc2nc(Nc3nc4c(c(-c5ccccc5)n3)CCCC4)nc(C)c2c1	-17.1	-12.6	-0.8	2.1	-4.8	-11.0	0.8	-26.7
COc1ccc(COCC(O)CN2CCN(c3cccc(C(F)(F)F)c3)CC2)cc1OC (stereo not drawn)	-2.0	5.1	3.0	2.6	4.3	-0.7	13.0	2.5
CCOc1ccccc1NC(=O)Cn1c(=O)n(-c2ncccc2C(=O)OC)c(=O)c2cccnc21	2.5	3.3	4.5	-1.2	0.1	0.0	1.9	0.0
O=C(Nc1ccc(-n2cnc(C(=O)N3CCCCCC3)c2)nc1)C1CC1	-0.3	-2.6	5.6	0.7	-3.7	-0.1	-1.5	0.0
O=C1c2ccccc2C(Nc2cc(F)ccc2F)N1c1cccnc1 (stereo not drawn)	-12.8	0.1	1.9	0.3	4.6	0.8	-8.0	1.4
COc1cccc(NC(=O)CC2C(=O)N(Cc3cccnc3)c3nc4ccccc4n32)c1 (stereo not drawn)	-8.6	6.9	-4.0	0.3	11.3	-7.7	12.7	-10.2
c1ccc2c(c1)[nH]c1c(N3CCCC3)ncnc12	-30.2	5.6	5.8	4.6	4.5	1.2	16.6	10.1

Laid out differently: two of the compounds above.
> COc1cccc(NC(=O)CC2C(=O)N(Cc3cccnc3)c3nc4ccccc4n32)c1 (stereo not drawn)
- USP30 inh = -8.6
- OTUD3 inh = 6.9
- USP7 block = -4.0
- UCHL1 inh = 0.3
- USP28 block = 11.3
- USP10 inh = -7.7
- USP8 block = 12.7
- USP17 block = -10.2
> CCOc1ccc2nc(Nc3nc4c(c(-c5ccccc5)n3)CCCC4)nc(C)c2c1
- USP30 inh = -17.1
- OTUD3 inh = -12.6
- USP7 block = -0.8
- UCHL1 inh = 2.1
- USP28 block = -4.8
- USP10 inh = -11.0
- USP8 block = 0.8
- USP17 block = -26.7

(further entries)
SMILES	USP30 inh	OTUD3 inh	USP7 block	UCHL1 inh	USP28 block	USP10 inh	USP8 block	USP17 block
Cn1nc(C(=O)Nc2ccc(F)cc2)c2c1-c1ccccc1S(=O)(=O)C2	-5.2	1.1	0.0	2.0	1.1	9.0	-4.8	1.3
COCCCn1c(=O)[nH]c(=O)c2c(N)c(C(=O)c3ccc(OC)c(OC)c3)sc21	-28.4	-1.0	2.7	2.1	-18.5	-2.2	-3.1	-12.7
CC(C)CC[C@H]1O[C@@H](CC(=O)O)Cc2cc3c(c(O)c21)C(=O)c1sc(=O)n(C)c1C3=O	16.1	69.7*	-63.3	24.7	77.4*	-5.6	-18.2	78.0*
CS(=O)(=O)N(CC(=O)N1CCN(Cc2ccccc2)CC1)c1cc(Cl)cc(Cl)c1	-5.4	-6.4	-3.4	-0.2	-8.1	-3.5	5.4	-3.2
O=C(O)c1cnn2c3c(cnc12)CCCCCC3	1.8	6.3	0.3	-2.2	7.2	-0.4	-0.9	-4.6
CCN1CCN(CCNC(=O)c2cc(-c3ccccn3)nc3ccccc23)CC1	-96.9	-24.1	-15.6	-6.8	-38.8	-7.8	-49.4	-41.1
Cc1ccc(-c2csc(-c3nnn(-c4cccc(Cl)c4)c3N)n2)cc1	-15.6	1.3	-22.8	0.0	-0.8	0.6	42.4*	-3.7
CC(C)[C@H](NC(=O)N1CCn2c1nc1ccccc12)C(=O)NCCc1ccccc1	-9.8	-9.9	-5.6	-3.4	-11.6	0.0	-39.3	-12.9
CC(NC(=O)C1(c2ccc(F)cc2)CCCC1)c1nc(-c2cccnc2)n[nH]1 (stereo not drawn)	2.7	-0.1	1.4	0.6	-2.9	2.5	13.0	5.2
O=C(CCCC(=O)N(c1cccc(C(F)(F)F)c1)C(C(=O)NC1CCCC1)c1ccc(F)cc1)Nc1ccccn1 (stereo not drawn)	28.2	14.4	-10.1	0.3	3.5	1.5	3.3	11.9
O=c1cc(CN2CCCC2)nc2nc(NCc3ccccc3Cl)[nH]n12	11.4	20.3	-29.0	-35.4	10.3	-7.7	13.0	14.5
O=C(CN(c1ccc(Cl)cc1Cl)S(=O)(=O)c1ccccc1)NCc1ccncc1	2.1	-0.1	-18.7	1.7	3.4	0.0	-13.7	-6.9
NC(=O)c1nc(-c2ccc(OCc3ccccc3)cc2)nc2c1[nH]c(=O)n2-c1ccccc1	i	-134.7	-25.6	-40.2	-157.0	-5.5	-287.7	-123.0
CN1C[C@H]2CCN(C(=O)c3ccc(Cl)cc3)CC[C@H]2S1(=O)=O	-1.1	-3.5	-2.4	-0.8	-5.5	0.9	-0.9	0.0
Cc1ccc(C(C(=O)NCc2ccc3c(c2)OCO3)N(C(=O)c2ccc3c(c2)OCCO3)c2cc(C)cc(C)c2)cc1 (stereo not drawn)	-26.9	-7.1	5.2	1.7	-4.1	-5.8	7.9	3.9
Cc1ccc2c(c1)[nH]c1c(=O)n(CCCn3ccnc3)cnc12	19.3	3.6	6.4	2.3	7.7	2.0	17.8	15.6
Cc1ccc(NC(=O)COC(=O)Cn2cnc3c2c(=O)n(C)c(=O)n3C)c(C)c1	5.0	4.8	2.7	1.1	8.2	-0.7	-6.8	7.7
CC1CC(C)CN(C(=O)Cn2c(C(=O)OC(C)C)cc3c2ccn3C)C1 (stereo not drawn)	i	-177.0	-83.9	-82.8	-204.7	-7.8	-159.4	-148.8
Cc1ccccc1NC(=NS(=O)(=O)c1ccccc1)c1ccc(Cl)cc1	8.4	4.0	1.6	1.9	43.7*	14.0	-15.9	5.2
COc1ccc(-c2nc(C3CC(=O)N(Cc4ccccc4)C3)no2)cc1 (stereo not drawn)	14.4	10.6	-6.8	4.5	10.4	-2.3	-45.8	-3.7
NC(=O)C(c1ccsc1)c1ncc(C(F)(F)F)cc1Cl (stereo not drawn)	1.5	3.0	-8.6	0.0	6.5	0.1	16.6	5.0
O=C(COc1ccc(F)cc1)Nc1ccc2c(c1)CN(C(=O)c1ccco1)CC2	-2.8	-2.0	-32.3	0.2	28.5	2.8	-8.0	12.3
OCCNCCNc1ncnc2c1cnn2-c1cccc(Cl)c1	-19.5	-3.4	-3.0	-1.7	-6.0	-1.1	0.3	-16.1

Structures from the list above containing an aryl methoxy group, in the order listed:
SMILES	USP30 inh	OTUD3 inh	USP7 block	UCHL1 inh	USP28 block	USP10 inh	USP8 block	USP17 block
COc1cccc(CNC(=O)CCc2nnc3c(=O)n(-c4cccc(F)c4)ccn23)c1	4.6	-0.4	-2.1	-3.4	-1.8	-2.1	-18.9	9.2
COc1cc2c(cc1OC)-c1cc(N3CCN(Cc4ccccc4)CC3)nc(=O)n1CC2	0.1	-5.6	2.4	0.0	-3.6	-0.1	-5.5	-7.4
COc1ccccc1N1CCN(C(=O)CCn2c(=O)[nH]c3ccccc3c2=O)CC1	-11.4	-2.0	-3.5	-3.3	-5.6	0.8	0.0	-3.4
COc1ccc2c(C)c(CCC(=O)N3CCN(c4ccccc4OC)CC3)c(=O)oc2c1	-19.6	-5.1	-5.2	0.3	4.5	-1.0	-1.1	-3.5
COc1ccc(COCC(O)CN2CCN(c3cccc(C(F)(F)F)c3)CC2)cc1OC (stereo not drawn)	-2.0	5.1	3.0	2.6	4.3	-0.7	13.0	2.5
COc1cccc(NC(=O)CC2C(=O)N(Cc3cccnc3)c3nc4ccccc4n32)c1 (stereo not drawn)	-8.6	6.9	-4.0	0.3	11.3	-7.7	12.7	-10.2
COCCCn1c(=O)[nH]c(=O)c2c(N)c(C(=O)c3ccc(OC)c(OC)c3)sc21	-28.4	-1.0	2.7	2.1	-18.5	-2.2	-3.1	-12.7
COc1ccc(-c2nc(C3CC(=O)N(Cc4ccccc4)C3)no2)cc1 (stereo not drawn)	14.4	10.6	-6.8	4.5	10.4	-2.3	-45.8	-3.7
